RGS4 act: RGS4 potentiation or activation. HEK293 M3R/inducible RGS4, carbachol calcium flux Fluo4; stronger effect = lower value. B-score at 10 µM. hit rate 0.92% among 310,000;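 active = B-score of the integrated calcium signal more than 4 SD below the library mean, with starting fluorescence not abnormally high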;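 also: negative B-score means reduced calcium response which marks RGS4 activation or potentiation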
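Assay system: HEK293 FlpIn-TREx cells, stable M3R, doxycycline-inducible RGS4 / Probe or stimulus: carbachol, ECmax concentration / Times: overnight RGS4 induction, 30 min dye load 37 °C, 20 min compound RT / Signal: kinetic calcium fluorescence imaging with Fluo4-AM dye, 2 µM / Measure: Agonist-evoked peak-minus-minimum fluorescence over baseline, integrated ratio, B score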
KCNK9 block: inhibitors of human KCNK9 two-pore domain potassium channel; hit rate 1.2% among 310,000; B-score at 10 µM; HEK293 KCNK9, FluxOR thallium flux fluorescence; stronger effect = lower value; AID 488922; Q9NPC2;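 active = ratio B-score over 3 SD below the library mean, with starting fluorescence within 5 SD of its mean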;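 also: negative B-score means less thallium flux so channel inhibition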
GSK3A inh: blocks human GSK-3 alpha kinase. P49840. ADP-Glo luminescence, 60 min. inhibition, % at 10 µM. hit rate 0.1% among 320,000. AID 2650;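 in the data active = inhibition above about 50%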;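 also: GST-tagged GSK-3 alpha with peptide substrate and 25 µM ATP; 0% = DMSO neutral wells and 100% = GW8510 positive control wells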
KCNQ1 block: blocks the human KCNQ1 potassium channel | B-score at 10 µM | hit rate 1.3% among 310,000 | P51787 | CHO-K1 KCNQ1, FluxOR thallium flux fluorescence; stronger effect = higher value;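 active = compounds whose thallium flux B-score, printed positive for inhibition, exceeds three library SD while starting fluorescence stays within three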;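 also: channel opened by potassium depolarization with thallium stimulus after 20 min compound exposure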
Dyrk1A ADPGlo: blocks rat Dyrk1A kinase activity. Q63470. ADP-Glo luminescence, NFATc1 peptide. inhibition, % at 12.5 µM. hit rate 0.43% among 310,000; in the data active = inhibition above about 50%;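 also: plate controls were vehicle with enzyme for no effect and no enzyme for full effect; many of its hits are not listed in these tables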
GSK3B inh: blocks human GSK3beta kinase activity | P49841 | activity score (negative = inhibition), % at 10 µM | hit rate 0.038% among 300,000 | AID 2097 | GST-GSK3beta kinase, ADP-Glo luminescence, 60 min; stronger effect = lower value;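 active = more than half of replicate wells score below -50%, meaning over 50% inhibition versus plate controls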;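 also: 0% = median DMSO wells and -100% = median GW8510 positive control wells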
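Test system: GST-fused GSK3beta enzyme, cell-free | Quantity: 1.6 ng GST-GSK3beta enzyme per well | Reagent: 25 µM ATP with peptide substrate | Schedule: 60 min enzyme reaction, room temperature | Signal: Luminescent ADP-Glo measurement of ADP formed | Read-out basis: Score relative to plate controls | Control set: DMSO and 20 µM GW8510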
PolyA inh: inhibitors of polyadenylation in S. cerevisiae; hit rate 0.02% among 300,000; S. cerevisiae SKY197-pL101 polyadenylation reporter, beta-gal luminescence; efflux-impaired pdr1/pdr3 knockout yeast; score 100 = 6 SD above DMSO; calls only at 12 µM; AID 1875;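 active = lowest replicate activity score at least 50, where 100 means six control SD above control mean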;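 also: yeast exposed to compound for 9 h at 30 °C; higher score means more reporter readthrough which indicates perturbed polyadenylation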
RGS4 block: human RGS4 inhibition. P49798. HEK293 M3R/RGS4 inducible, Fluo-4 calcium flux; stronger effect = higher value; triggered by carbachol at its EC20. B-score at 10 µM. hit rate 0.45% among 310,000;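 active = B-score, a plate-corrected calcium signal, over three deviations above library mean, with baseline fluorescence within five deviations of library mean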;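 also: RGS4 expression induced by doxycycline in cells with stable M3 receptor; B-score is computed from the integrated fluorescence ratio over baseline after carbachol; higher B-score means a larger calcium signal and so more RGS4 inhibition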
hERG protect: shields human hERG channel from block by proarrhythmic agents; Q12809; CHO-hERG, FluxOR thallium flux, dofetilide IC70 present; activation (rescue from dofetilide block), less the hit threshold, % at 10 µM; hit rate 0.51% among 310,000; AID 1511;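 active = activation above the mean of controls blocked by dofetilide plus 5 SD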;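 also: thallium influx through hERG after potassium depolarization seen as dye fluorescence rise; in these data hits start at about 4.7%; inactives centre near -7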
Target sequence (Q12809 whole entry, looked up): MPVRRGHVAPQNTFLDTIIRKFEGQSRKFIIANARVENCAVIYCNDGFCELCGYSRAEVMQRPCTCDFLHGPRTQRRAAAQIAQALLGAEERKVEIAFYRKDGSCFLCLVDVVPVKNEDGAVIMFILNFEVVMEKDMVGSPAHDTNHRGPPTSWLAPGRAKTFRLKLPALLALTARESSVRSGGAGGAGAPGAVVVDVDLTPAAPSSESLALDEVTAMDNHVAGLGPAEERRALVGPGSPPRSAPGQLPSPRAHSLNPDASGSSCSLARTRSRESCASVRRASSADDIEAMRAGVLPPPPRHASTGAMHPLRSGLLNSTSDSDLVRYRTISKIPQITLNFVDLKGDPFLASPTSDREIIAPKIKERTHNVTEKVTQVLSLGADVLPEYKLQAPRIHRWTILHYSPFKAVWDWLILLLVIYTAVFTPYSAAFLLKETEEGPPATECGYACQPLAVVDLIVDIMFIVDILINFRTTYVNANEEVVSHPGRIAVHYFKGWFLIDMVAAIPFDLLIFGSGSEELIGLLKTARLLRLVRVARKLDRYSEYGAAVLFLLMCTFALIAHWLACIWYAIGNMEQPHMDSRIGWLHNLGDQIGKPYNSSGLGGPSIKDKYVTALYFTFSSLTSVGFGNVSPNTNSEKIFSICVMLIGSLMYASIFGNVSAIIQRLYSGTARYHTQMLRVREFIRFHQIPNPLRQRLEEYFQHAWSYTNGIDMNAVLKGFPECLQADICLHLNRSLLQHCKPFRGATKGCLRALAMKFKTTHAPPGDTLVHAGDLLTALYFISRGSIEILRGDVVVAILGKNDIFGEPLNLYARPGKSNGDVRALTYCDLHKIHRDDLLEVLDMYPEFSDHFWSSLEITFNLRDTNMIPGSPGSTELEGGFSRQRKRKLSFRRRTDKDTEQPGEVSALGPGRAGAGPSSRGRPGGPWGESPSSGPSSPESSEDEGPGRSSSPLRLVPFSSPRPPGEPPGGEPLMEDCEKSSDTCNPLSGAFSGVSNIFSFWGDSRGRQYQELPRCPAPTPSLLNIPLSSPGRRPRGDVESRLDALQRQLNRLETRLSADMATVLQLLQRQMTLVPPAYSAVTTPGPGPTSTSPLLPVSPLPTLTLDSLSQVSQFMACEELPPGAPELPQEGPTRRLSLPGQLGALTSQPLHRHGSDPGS
KCNQ1 act: human KCNQ1 channel potentiation or activation; CHO-K1 KCNQ1, thallium flux FluxOR fluorescence; stronger effect = higher value; hit rate 0.35% among 310,000; B-score at 10 µM; P51787;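 active = fluorescence ratio B-score, a plate-corrected score, at least three library SD, with initial intensity B-score within 5 SD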
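Assay system: stable KCNQ1 CHO-K1 line; medium: assay buffer, equal DMSO in all wells; timing: 90 min dye loading and 20 min compound exposure, both at room temperature; technique: kinetic FluxOR thallium fluorescence, 10-s 1-Hz baseline, 110-s post-stimulus read; read-out basis: B score of baseline-normalized fluorescence ratio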
KCNK3 block: human KCNK3 channel inhibition, primary screen. O14649. CHO-KCNK3 thallium flux, FluxOR fluorescence; stronger effect = lower value. B-score at 10 µM. hit rate 0.84% among 340,000. AID 602410;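 active = B-score under library mean minus 4 SD, starting fluorescence ratio at most library mean plus 5 SD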;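 also: more negative B-score means stronger inhibition of thallium flux through KCNK3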
Active calls of the source: *; i = inactive; · = not tested or not shown. The list is partial; count on the stated rates, not on these rows.

A first look (7 entries):
SMILES	RGS4 act	KCNK9 block	GSK3A inh	KCNQ1 block	Dyrk1A ADPGlo	GSK3B inh	PolyA inh	RGS4 block	hERG protect	KCNQ1 act	KCNK3 block
CCNc1nc(N)nc(Oc2ccc(OCCOc3ccccc3)nn2)n1	i	i	-2	i	0	-1	i	i	-12	i	i
COc1ccccc1NC(=O)CN1CCN(CC(=O)Nc2ccc(OC)c(OC)c2)CC1	i	i	1	i	-2	0	i	i	2	i	i
O=C(CSc1nnc(-c2ccc(Cl)s2)o1)N1CCCc2ccccc21	i	i	·	i	-7	3	·	i	-5	i	i
CC1CCCCC1NC(=O)C1CCN(S(=O)(=O)c2ccc(-n3cnnn3)cc2)CC1 (stereo not drawn)	i	i	-2	i	3	0	i	i	-3	i	i
COc1ccc(C2C(C(C)=O)=C(O)C(=O)N2CCc2c[nH]c3ccccc23)cc1 (stereo not drawn)	i	i	0	i	7	1	i	i	-10	i	i
CCOc1cc(/C=C\c2nc(O)c([N+](=O)[O-])c(=O)[nH]2)ccc1OC(C)CC (stereo not drawn)	i	i	-3	i	0	-5	i	i	-12	i	i
CCn1cc(CN(C)C(=O)/C=C/c2ccc([N+](=O)[O-])cc2)c(C)n1	i	i	11	i	3	2	i	i	-8	i	i

The listing, from the start:
SMILES	RGS4 act	KCNK9 block	GSK3A inh	KCNQ1 block	Dyrk1A ADPGlo	GSK3B inh	PolyA inh	RGS4 block	hERG protect	KCNQ1 act	KCNK3 block
CCNc1nc(N)nc(Oc2ccc(OCCOc3ccccc3)nn2)n1	i	i	-2	i	0	-1	i	i	-12	i	i
COc1ccccc1NC(=O)CN1CCN(CC(=O)Nc2ccc(OC)c(OC)c2)CC1	i	i	1	i	-2	0	i	i	2	i	i
O=C(CSc1nnc(-c2ccc(Cl)s2)o1)N1CCCc2ccccc21	i	i	·	i	-7	3	·	i	-5	i	i
CC1CCCCC1NC(=O)C1CCN(S(=O)(=O)c2ccc(-n3cnnn3)cc2)CC1 (stereo not drawn)	i	i	-2	i	3	0	i	i	-3	i	i
COc1ccc(C2C(C(C)=O)=C(O)C(=O)N2CCc2c[nH]c3ccccc23)cc1 (stereo not drawn)	i	i	0	i	7	1	i	i	-10	i	i
CCOc1cc(/C=C\c2nc(O)c([N+](=O)[O-])c(=O)[nH]2)ccc1OC(C)CC (stereo not drawn)	i	i	-3	i	0	-5	i	i	-12	i	i
CCn1cc(CN(C)C(=O)/C=C/c2ccc([N+](=O)[O-])cc2)c(C)n1	i	i	11	i	3	2	i	i	-8	i	i
O=C(c1ccccc1)c1c(O)cc(-c2ccccc2)oc1=O	i	i	1	i	-2	0	i	i	-5	i	i
CCOc1cc(NC(=O)c2cccs2)c(OCC)cc1NC(=O)c1cccnc1	i	i	-2	i	-3	3	i	i	-15	i	i
Clc1cccc(N2CCN(Cc3ccc(Br)o3)CC2)c1	i	i	-3	i	6	-2	i	i	-9	i	i
O=C(N/N=C/c1cc(Br)cs1)c1ccccc1[N+](=O)[O-]	i	i	3	i	6	-4	i	i	0	i	i
COc1ccc(C2Nc3ccccc3C(=O)N2Cc2ccccc2)cc1 (stereo not drawn)	i	i	-1	i	-3	-2	i	i	-11	i	i
Cc1cccc(C)c1NC(=O)CNC(=O)c1c(C)nn(-c2ccccc2)c1Cl	i	i	·	i	-12	3	i	i	-1	i	i
O=c1[nH]cccc1-c1nc2ccccc2[nH]1	i	i	72*	i	10	-2	i	i	-11	i	i
Cc1ccnc(NS(=O)(=O)c2ccc(NS(C)(=O)=O)cc2)n1	i	i	-1	i	-4	-2	i	i	-7	i	i
NC(=O)/C(=C/c1ccc2c(c1)OCO2)NC(=O)c1ccco1	i	i	2	i	1	1	i	i	-4	i	i
Cn1cc(CN2CCN(Cc3ccccc3)CC2)c(-c2cccc(Cl)c2)n1	i	i	·	i	0	-1	i	i	-15	i	i
O=S(=O)(NC1CC1)c1ccc2c3c(cccc13)CC2	i	i	-2	i	-6	-4	i	i	-6	i	i
O=C(Nc1ccccc1C(=O)O)c1cccc(N2C(=O)c3ccccc3C2=O)c1	i	i	-2	i	-3	-2	i	i	-10	i	i
Cc1cccc2sc(NNC(=O)c3ccc4c(c3)OCCO4)nc12	i	i	-2	i	3	1	i	i	-4	i	i

2 entries drawn at random from those above:
SMILES	RGS4 act	KCNK9 block	GSK3A inh	KCNQ1 block	Dyrk1A ADPGlo	GSK3B inh	PolyA inh	RGS4 block	hERG protect	KCNQ1 act	KCNK3 block
O=C(N/N=C/c1cc(Br)cs1)c1ccccc1[N+](=O)[O-]	i	i	3	i	6	-4	i	i	0	i	i
Cc1cccc2sc(NNC(=O)c3ccc4c(c3)OCCO4)nc12	i	i	-2	i	3	1	i	i	-4	i	i

Continued:
SMILES	RGS4 act	KCNK9 block	GSK3A inh	KCNQ1 block	Dyrk1A ADPGlo	GSK3B inh	PolyA inh	RGS4 block	hERG protect	KCNQ1 act	KCNK3 block
CCCC(C(=O)NC1CCCC1)N(Cc1ccc(F)cc1)C(=O)c1snc(C(N)=O)c1N (stereo not drawn)	i	i	1	i	-5	0	i	i	-11	i	i
C#Cc1ccc(CN2CCC(C(=O)Nc3ccc(Oc4ccccc4)nc3)CC2)cc1	i	i	1	6*	-6	·	i	i	-11	i	i
Cc1ccc(NS(=O)(=O)c2ccc(C)c(C(=O)N3CCOCC3)c2)cc1	i	i	-2	i	1	-2	i	i	-7	i	i
COc1ccc2nc(SCC(=O)Nc3c(C)cccc3C)[nH]c2c1	i	i	1	i	26	0	i	i	-9	i	i
COc1cccc(CNC(=O)c2cnc(-c3ccccn3)nc2C(F)(F)F)c1	i	i	-2	i	-6	0	i	i	-3	i	i
NS(=O)(=O)c1ccc(NC(=O)C2CCCO2)cc1 (stereo not drawn)	i	i	-1	i	·	3	i	i	-3	i	·
O=C(CCCCn1c(=O)[nH]c2ccccc2c1=O)NC1CCN(Cc2ccccc2)CC1	i	i	0	i	0	2	i	i	-8	i	i
O=C(c1ccc(F)cc1)N1CCCC(C(=O)N2CCc3ccccc3C2)C1 (stereo not drawn)	i	i	-2	i	·	-2	i	i	-5	i	i
c1ccc(NCn2cncn2)nc1	i	i	5	i	11	0	i	i	-5	i	i
O=c1c2c(n3cnnc3n1-c1ccccc1)-c1ccccc1CC21CCCC1	i	i	-1	i	0	0	i	i	3	i	i
CN(C)c1ccc(C2C3C(=O)N(c4ccc(C(=O)O)cc4)C(=O)C3ON2c2ccccc2)cc1 (stereo not drawn)	i	i	0	i	-2	2	i	i	-6	i	i
c1ccc2c(c1)CCCN2Cc1nnc2n1CCCCC2	i	i	-1	i	0	3	i	i	-6	i	i
COc1ccc(OCCOC(=O)c2cc(S(=O)(=O)N3CCOCC3)c(Cl)cc2Cl)cc1	i	i	-3	i	-1	1	i	i	-15	i	i
CCc1cc(=O)oc2cc(C)c(CN3CCCCC3)c(O)c12	i	i	-6	i	-1	0	i	i	-9	i	i
CCC(=O)Nc1ccc2c(c1)C(=O)N(C1CCCCC1)C2=O	i	i	-5	i	-4	0	i	i	-4	i	i
CC(C)OC(=O)C1C(=O)CC(C)(O)C(C(=O)OC(C)C)C1c1ccccc1 (stereo not drawn)	i	i	0	i	-3	-5	i	i	-4	i	i
CC1=NN(C(=O)Cc2ccc(C)cc2)C(O)(c2cccnc2)C1 (stereo not drawn)	i	i	-1	i	6	0	i	i	-12	i	i
CCCCC(=O)NS(=O)(=O)c1ccc(N=NN(CC)CC)cc1	i	i	-4	i	1	2	i	i	-2	i	i
CCOc1ccc2nc(SCC(=O)NC3CCS(=O)(=O)C3)[nH]c2c1 (stereo not drawn)	i	i	2	i	-11	4	i	i	-12	i	i
COc1ccc(-c2ccc([C@H]3[C@H]4C=CC[C@@H](C)[C@@H]4C(=O)N3Cc3ccccc3)c(F)c2)cc1C	i	i	0	i	2	1	·	i	-17	i	i
COc1ccc(CN(C)C(=O)c2ccccc2Sc2ccccc2C#N)c(OC)c1	i	i	0	i	-2	4	i	i	-11	i	i
Cn1c(Sc2ccc(C(F)(F)F)cc2[N+](=O)[O-])nnc1-c1ccccc1	i	i	-1	i	-2	0	i	i	-11	i	i
O=C1NN(c2ccccc2)C(=O)/C1=C/c1ccc(-c2ccc(C(=O)O)cc2)o1	i	i	-2	i	1	4	i	i	-2	i	i
COc1ccc(-n2nc(C(=O)NCC(=O)NCc3ccccc3OC)c3ccccc3c2=O)cc1	i	i	-4	i	6	-2	i	i	-7	i	i
CCOC(=O)CSc1nc2c([nH]c3ccccc32)c(=O)n1C	i	i	1	i	4	-1	i	i	6.7*	i	i
COc1ccc(N2C(=O)C3C4C=CC(c5ccccc5)(C3C2=O)C2C(=O)N(c3ccc(OC)cc3)C(=O)C42)cc1 (stereo not drawn)	i	i	-1	i	-2	-4	i	i	-11	i	i
N#Cc1ccccc1NC1=CC(=O)CCC1	i	i	-1	i	6	0	i	i	-10	i	i
Nc1ccnc(Oc2ccc(F)cc2)c1	i	i	-1	i	1	2	i	i	-3	i	i
CCC(C)Sc1cccc(-c2nc3ccc(C)cn3c2NCc2ccccc2)c1 (stereo not drawn)	-7.6*	i	-3	7*	19	-1	i	i	-29	i	i
COc1ccc(C(=O)c2ccc(OC)cc2O)c(O)c1	i	i	1	i	-1	1	i	i	0	i	i
O=C(Nc1ccc(Nc2ccccc2)cc1)C(Cl)Cl	i	i	-1	i	2	0	i	i	-6	i	i
CCC(=O)Nc1nc2ccc(S(C)(=O)=O)cc2s1	i	i	7	i	28	0	i	i	-9	i	i

High-throughput results as filed in PubChem BioAssay.
